Screening results as filed in PubChem BioAssay.
ELG1 genotoxic: inducers of genotoxicity in HEK293T ELG1-luciferase cells; HEK293T ELG1-luciferase reporter, luminescence, 16 h; Potency, µM (highest dose often 46 µM), for inactives: top-dose activity change, positive = activation, hits mostly activators; 1.3% of 330,000 active; further: % of control where 0% means no effect; nearly all actives have a fitted effect of over 60% in size
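HEK293T cells expressing luciferase-tagged ELG1 were treated with compound or DMSO for 16 hr at 37°C. Luciferase activity was then read after 30 min with ONE-Glo at room temperature; rising signal flags genetic stress.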
Rab9 promoter act: activates the Rab9 promoter | Huh7 Rab9 promoter-luciferase reporter, luminescence, 24 h | Potency, µM (top dose mostly 9.22 µM), for inactives: at the highest dose activation, negative = inhibition, most hits filed as activators | 2.8% of 320,000 active | AID 485297; further: % of control where 0% means no effect; nearly all actives have a fitted effect of over 60% in size
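Promoter activation is measured as luciferase luminescence in Huh7 cells stably transfected with a Rab9 promoter–luciferase construct, following 24 h compound exposure at 37 °C and 10 min reagent incubation at ambient temperature.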
uPA surface inh: blocks generation of uPA at the cell surface | AID 540303 | 0.31% of 330,000 active | Potency, µM (series often up to 38.3 µM), for the others: at the highest dose activity change, negative = inhibition, most hits filed as inhibitors | cell surface uPA generation assay, qHTS; active means well fitted inhibition curve with a large enough effect; inconclusive means small, poorly fitted or top-dose-only effect; inactive means no such curve, though single readings can be large or run the other way; tested in mouse RAW 264.7 cells; further: on the % scale 0 is the no-effect control and ±100 the full control effect; nearly all actives have a fitted effect of over 55% in size
p53 reactivator: mutant p53 re-activation in reporter cells | H1299 p53-A138V BP100-luciferase reporter, luminescence, 24 h | 0.063% of 320,000 active | AID 504706 | Potency, µM (highest dose often 92.2 µM), for inactives: top-dose activity change, positive = activation, usual class: activators; further: % of control where 0% means no effect; nearly all actives have a fitted effect of over 45% in size
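p53-null H1299 cells stably carrying temperature-sensitive p53-A138V and a BP100-luciferase reporter were pinned with compounds (4-point, 1:5 series) and held 24 hrs at 37 deg C. Luminescence was read 10 min after detection reagent.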
MBNL1 CUG block: inhibitors of human MBNL1 binding to CUG repeat RNA. 0.036% of 280,000 active. Potency, µM (doses to about 57.5 µM), inactives show at the highest dose activity change, negative = inhibition, usual class: inhibitors. TR-FRET MBNL1-His/biotin-(CUG)12 binding, 665/545 ratio. Q9NR56; active means well fitted inhibition curve with a large enough effect in the signal ratio, with a control signal flat, not every such curve was filed as active; inconclusive means small, poorly fitted or top-dose-only effect, or effect the other way, or a change in a side signal; inactive means no such curve, though single readings can be large or run the other way; the % refers to the signal ratio; further: on the % scale 0 is the no-effect control and ±100 the full control effect
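TR-FRET between His-tagged MBNL1 and biotin-(CUG)12 RNA, detected with Tb anti-His antibody (0.055 ng/ul) and streptavidin-XL665 (5 nM), 60 min at room temperature. Compounds titrated 92 nM to 58 uM; 665/545 nm ratio normalized to buffer and complex controls.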
BRCA1 expr act: activators of BRCA1 expression; MCF7-BRCA1-FFLuc reporter, luminescence, 48 h; response scale: scaled: vehicle 0%, 10 µM genistein 100%; 1.1% of 380,000 active; Potency, µM (top dose mostly 46.1 µM), without a hit: at the top dose activation, usual class: activators; further: nearly all actives have a fitted effect of over 80% in size; some results filed as inactive show a strong effect at the top dose
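Quantitative HTS in MCF7 cells stably reporting BRCA1 expression via firefly luciferase. Compound treatment lasts 48 h at 37 °C in phenol-red free MEM. Activation is expressed relative to genistein at 10 microM and DMSO.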
RORgamma inh: inhibitors of mouse ROR gamma transcriptional activity | P51450 | Drosophila S2 Gal4-RORgamma UAS-luciferase reporter, 20 h | Potency, µM (series often up to 53.6 µM), for inactives: at the highest dose activity change, negative = inhibition, actives largely listed as inhibitors | 5.4% of 310,000 active | AID 2551; further: on the % scale 0 is the no-effect control and ±100 the full control effect; nearly all actives have a fitted effect of over 60% in size
Target sequence (P51450 whole entry, looked up, the tested form may be a part): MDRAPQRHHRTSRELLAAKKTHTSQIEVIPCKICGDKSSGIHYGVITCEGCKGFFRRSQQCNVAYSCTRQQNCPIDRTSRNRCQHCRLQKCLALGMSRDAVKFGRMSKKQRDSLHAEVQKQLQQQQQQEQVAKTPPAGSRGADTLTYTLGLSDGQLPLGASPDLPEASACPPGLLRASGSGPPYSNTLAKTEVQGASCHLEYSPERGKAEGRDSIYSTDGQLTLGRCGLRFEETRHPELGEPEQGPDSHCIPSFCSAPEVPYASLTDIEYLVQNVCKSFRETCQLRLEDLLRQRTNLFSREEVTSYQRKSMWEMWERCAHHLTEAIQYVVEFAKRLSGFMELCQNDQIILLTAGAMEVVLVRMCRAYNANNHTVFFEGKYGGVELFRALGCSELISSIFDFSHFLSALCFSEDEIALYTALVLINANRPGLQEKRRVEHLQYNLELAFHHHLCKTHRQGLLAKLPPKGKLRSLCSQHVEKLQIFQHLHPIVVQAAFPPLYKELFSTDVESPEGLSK
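In this cell-based reporter format, copper sulfate (700 uM final) drives Gal4–ROR gamma fusion expression from a metallothionein promoter in Drosophila Schneider cells; compounds preincubated 1 hr, reporter read after 20 hr at ambient temperature.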
FLuc counter: inhibits or activates purified firefly luciferase, miR-21 counter-screen; P08659; purified FLuc, Km substrates, luminescence inhibition; Potency, µM (top dose mostly 57.5 µM), for inactives: top-dose activity change, negative = inhibition, actives largely listed as inhibitors; 6.9% of 360,000 active; AID 588342;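 further: plate controls were vehicle for no effect and reference inhibitor for full effect; nearly all actives have a fitted effect of over 55% in size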
Target sequence (P08659 whole entry, looked up): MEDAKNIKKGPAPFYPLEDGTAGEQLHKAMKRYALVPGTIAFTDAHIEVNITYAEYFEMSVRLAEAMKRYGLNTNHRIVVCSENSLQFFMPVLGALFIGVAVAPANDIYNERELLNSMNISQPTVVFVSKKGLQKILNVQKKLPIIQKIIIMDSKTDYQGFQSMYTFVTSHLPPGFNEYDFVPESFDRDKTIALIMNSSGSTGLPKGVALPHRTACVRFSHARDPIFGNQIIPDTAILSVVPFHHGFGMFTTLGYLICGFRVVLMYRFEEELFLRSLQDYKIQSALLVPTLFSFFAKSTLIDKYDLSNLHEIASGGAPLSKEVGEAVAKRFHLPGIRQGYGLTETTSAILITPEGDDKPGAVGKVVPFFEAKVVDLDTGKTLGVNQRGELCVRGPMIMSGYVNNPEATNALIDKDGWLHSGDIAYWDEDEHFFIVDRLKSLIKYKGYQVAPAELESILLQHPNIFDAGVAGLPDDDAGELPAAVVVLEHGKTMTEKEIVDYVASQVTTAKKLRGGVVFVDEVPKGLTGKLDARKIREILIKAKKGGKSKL
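Purified P. pyralis luciferase, 10 nM final, with Km-level 10 uM D-luciferin and 10 uM ATP in 50 mM Tris acetate pH 7.5, 10 mM Mg acetate, 0.01% Tween-20, 0.05% BSA; 6-point qHTS titration about 60 µM downward; luminescence read.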
VP16 counter: Gal4-VP16 reporter inhibition counter-screen; Drosophila S2 Gal4-VP16 UAS-luciferase, luminescence, 20 h; AID 2546; 3.5% of 310,000 active; Potency, µM (highest dose often 53.6 µM), inactives show at the top dose activity, negative = inhibition, usual class: inhibitors;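 further: Gal4-VP16 expression switched on by copper sulfate through the metallothionein promoter; on the % scale 0 is the no-effect control and ±100 the full control effect; nearly all actives have a fitted effect of over 50% in size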
NPC1 prom act: NPC1 promoter activation; Huh7 NPC1 promoter luciferase reporter, 24 h; Potency, µM (doses to about 9.22 µM), for inactives: at the highest dose activation, usual class: activators; 2.4% of 320,000 active; AID 485313;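 further: % of control where 0% means no effect; nearly all actives have a fitted effect of over 60% in size; reporter is driven by a mutant NPC1 promoter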
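Stable NPC1-promoter luciferase Huh7 line; cpd (DMSO) 24 h, 37 °C, 5% CO2; Amplite luciferase reagent 10 min RT; luminescence readout. qHTS format.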
* = called active by the depositor; ? = inconclusive; . = no result given; [ ] = remark or other dose. Unless noted, the call rests on the fitted dose curve; in most records, active means well fitted curve in the direction sought with a large enough effect; inconclusive means small, poorly fitted or top-dose-only effect, or another doubt; inactive means no such curve, though single readings can be large; an effect the other way counts as inactive or inconclusive. Potency means the concentration at half of the fitted maximal effect.

1. CCOc1ccc(S(=O)(=O)Nc2nc3ccccc3nc2Cl)cc1
2. O=C(Cc1ccc(Br)cc1)N1CCN(c2ccccn2)CC1
3. COc1ccccc1C(c1nnnn1CCc1ccccc1)N1CCN(c2ccccc2)CC1 (stereo unspecified)
4. COCCN(C(=O)/C=C/c1ccccc1)c1nnc(-c2cccnc2)s1
5. CNC(=S)N1N=C(c2ccc(Br)cc2)CC1c1ccc(N(C)C)cc1 (stereo unspecified)
6. Cc1ccsc1/C=N/N1CCN(C2c3ccccc3-c3ccccc32)CC1
7. O=C(C1CCN(S(=O)(=O)c2cccc3cccnc23)CC1)N1CCN(c2ccc(Cl)cc2)CC1
8. O=C(Cn1nc(-c2ccc(Cl)cc2)c2ccccc2c1=O)Nc1cccnc1
9. O=C(Nc1ccc2c(c1)OCO2)c1sc2cc(Cl)ccc2c1Cl
10. CC(C)CCN(C(=O)CNC(=O)c1cccs1)C(C(=O)NC1CCCC1)c1ccncc1 (stereo unspecified)
Screen / compound no. | 1 | 2 | 3 | 4 | 5 | 6 | 7 | 8 | 9 | 10
ELG1 genotoxic | -9% | 5% | -12% | -6% | -1% | -1% | -17% | 4% | -1% | -1%
Rab9 promoter act | -2% | 2% | -12% | -3% | -5% | -7% | -26% | 1% | ? | 2%
uPA surface inh | 9% | 3% | 7% | 0% | -1% | -2% | ? | 0% | 6% | 5%
p53 reactivator | -2% | 7% | 4% | 1% | -4% | 9% | -6% | -7% | 13% | 4%
MBNL1 CUG block | 44%[activator] | -1% | 2% | . | 135%[activator] | 4% | 2% | 7% | 8% | -5%
BRCA1 expr act | -35% | 58% | ? | -14% | 4% | -45% | -14% | -39% | 31% | -22%
RORgamma inh | 30% | 18% | -23%[10 µM] | -17% | ? | -7% | 26% | 24% | 9% | 30%
FLuc counter | 4% | -13% | 1% | 1% | 1% | 1% | 1% | 3% | -4% | -1%
VP16 counter | -28% | 11% | 4% | 20% | 0% | -1% | ? | 2% | ? | -11%
NPC1 prom act | -3% | -1% | 1% | -6% | -3% | -4% | -7% | -1% | 16% | 9%

11. CCOc1ccc(C(=S)N2CCOCC2)cc1OCC
12. CC(C)C(=O)Nc1ccc(-c2nc3ccccc3c(=O)o2)cc1
13. CCOC(=O)c1c2n(c3ccc(OC(C)=O)cc13)CCC2
14. Cc1noc(/C=C/N(C)C)c1S(=O)(=O)N1CCCC(C(=O)NCc2ccccc2Cl)C1 (stereo unspecified)
15. Cn1nc(C(F)(F)F)c(C#N)c1N1CCN(c2ccccn2)CC1
16. O=C(NNC(=S)NC(=O)c1cccc([N+](=O)[O-])c1)c1ccc(O)cc1
17. COc1ccc(S(=O)(=O)c2nnn(-c3ccccc3Cl)c2N)cc1
18. COc1ccc(S(=O)(=O)N(CC(C)C)CC(C)C)c2cccnc12
19. CCCCn1nc(C(=O)NCc2ccccc2CN2CCCC2)c2ccccc2c1=O
20. CC(C)COC(=O)CCNc1n[nH]c(=O)[nH]c1=O
Screen / compound no. | 11 | 12 | 13 | 14 | 15 | 16 | 17 | 18 | 19 | 20
ELG1 genotoxic | 1% | -1% | 3% | -3% | -8% | 2% | -1% | -6% | 2% | -1%
Rab9 promoter act | 1% | 3% | 2% | -1% | 1% | -1% | -3% | 1% | 0% | -1%
uPA surface inh | . | -11% | -1% | . | 1% | -4% | 16% | 10% | -9% | 3%
p53 reactivator | 4% | -1% | 0% | -2% | 0% | 9% | -3% | -1% | -4% | 0%
MBNL1 CUG block | -8% | -17% | -5% | -1% | . | ? | -11% | 5% | . | 5%
BRCA1 expr act | -15% | 13% | 14% | -21% | -3% | -4% | -10% | -33% | -41% | 27%
RORgamma inh | -16% | 11µM* | 7% | 26% | 25% | 13µM* | ? | -12% | . | -11%
FLuc counter | -1% | 0.3µM* | -1% | 0% | -6% | -1% | -2% | 1% | 2% | -2%
VP16 counter | 1% | ? | -11% | -1% | -10% | 13µM* | -4% | -2% | . | -15%
NPC1 prom act | 0% | 9% | 0% | 0% | 0% | 0% | -1% | 1% | -3% | -7%

Just Rab9 promoter act, NPC1 prom act and VP16 counter, for 4 of the compounds above:
No. | SMILES | Rab9 promoter act | NPC1 prom act | VP16 counter
15 | Cn1nc(C(F)(F)F)c(C#N)c1N1CCN(c2ccccn2)CC1 | 1% | 0% | -10%
16 | O=C(NNC(=S)NC(=O)c1cccc([N+](=O)[O-])c1)c1ccc(O)cc1 | -1% | 0% | 13µM*
14 | Cc1noc(/C=C/N(C)C)c1S(=O)(=O)N1CCCC(C(=O)NCc2ccccc2Cl)C1 (stereo unspecified) | -1% | 0% | -1%
13 | CCOC(=O)c1c2n(c3ccc(OC(C)=O)cc13)CCC2 | 2% | 0% | -11%

The list goes on:
21. CSc1cccc(NC(=O)c2ccco2)c1
22. CCOC(=O)c1[nH]c2c(c1C)C(=O)CC(c1ccco1)C2 (stereo unspecified)
23. CCC(C)C(NC(C)=O)C(=O)NC(=O)NC(c1ccccc1)c1ccccc1 (stereo unspecified)
24. NNC(=O)C1CC1c1ccc(Cl)cc1 (stereo unspecified)
25. CCC(=O)Nc1cccc(C(=O)OCC(=O)c2ccccc2Cl)c1
26. CC1CCN(C(=O)Cn2cnc3c2c(=O)n(C)c(=O)n3C)c2ccccc2S1 (stereo unspecified)
27. CCOC(=O)N1CCC(NC(=O)Cn2c3ccccc3c3cn[nH]c(=O)c32)CC1
28. O=C(/C=C/c1ccccc1[N+](=O)[O-])NCC1CCCO1 (stereo unspecified)
29. COc1cc(C(=O)NCCOc2ccc(C)c(C)c2)cc(OC)c1OC
30. CCCCN(CCCC)CC(O)Cn1c2ccccc2c(=O)c2ccccc21 (stereo unspecified)
Screen / compound no. | 21 | 22 | 23 | 24 | 25 | 26 | 27 | 28 | 29 | 30
ELG1 genotoxic | 28% | ? | -2% | -1% | ? | -6% | 2% | 1% | -2% | -9%
Rab9 promoter act | 3% | -27% | -4% | -2% | ? | -6% | 6% | -3% | -5% | -3%
uPA surface inh | 1% | ? | -9% | -5% | . | 2% | . | 0% | -17% | 0%
p53 reactivator | ? | 11% | -6% | -2% | ? | -2% | -5% | 15% | -4% | -1%
MBNL1 CUG block | 7% | -10% | 0% | -6%[11.5 µM] | -10% | -3% | 10% | . | -21% | 9%
BRCA1 expr act | 71% | -8% | -3% | -13% | 7.9µM* | 12% | . | 9% | -37% | -9%
RORgamma inh | 0%[10 µM] | ? | -7% | -43% | 6% | -14% | 10% | 16%[10 µM] | 13% | 18%
FLuc counter | ? | 3% | -1% | -7% | 7.6µM* | 1% | 1% | -7% | -23% | -1%
VP16 counter | 12% | -5% | 9% | 3% | -3% | -3% | -4% | 4% | -6% | 0%
NPC1 prom act | 4% | -15% | 0% | 1% | 3.2µM* | -11% | 1% | 3% | 2% | -1%

31. c1ccc(-c2nnc(CN3CCN(C(c4ccccc4)c4ccccc4)CC3)o2)cc1
32. COCc1c(C(=O)NCC2COc3ccccc3O2)oc2ccccc12 (stereo unspecified)
33. CCCCNC(=S)NNC(=O)c1csc(C)c1CC
34. O=C(O)CC12C[C@H]3C[C@@H](C1)CC(n1ncc(N4CCN(c5ccccc5)CC4)c(Cl)c1=O)(C3)C2
35. COc1cc(C(=O)N2CCN(c3cc(Cl)ccc3Cl)CC2)cc(OC)c1OC
36. COc1ccc(CC(=O)NC2CCSc3ccccc32)c(OC)c1 (stereo unspecified)
37. Cc1cccc([N+](=O)[O-])c1NC(=O)COC(=O)c1nc2nccc(C)n2n1
38. CC(C)(C)c1cnnn1-c1ccc(NC(=O)c2ccc(Br)o2)cc1
39. O=C1C=CN2CCOCC2C1 (stereo unspecified)
40. CN(CC(=O)NCc1ccco1)CC(=O)Nc1cc(S(C)(=O)=O)ccc1Cl
Screen / compound no. | 31 | 32 | 33 | 34 | 35 | 36 | 37 | 38 | 39 | 40
ELG1 genotoxic | -7% | -7% | -1% | 0% | 13% | -3% | 1% | -3% | 2% | 0%
Rab9 promoter act | 3% | -1% | 0% | 2% | -23% | 1% | -1% | 4% | . | -4%
uPA surface inh | -8% | 4% | 1% | 1% | ? | 1% | 13% | . | 9% | 5%
p53 reactivator | 2% | 1% | -2% | 4% | 5% | -4% | -1% | -5% | 2% | 3%
MBNL1 CUG block | 3% | . | -4% | 57%[activator] | -6% | 1% | . | 3% | . | .
BRCA1 expr act | -36% | 0% | 31% | 23% | -40% | 0% | -4% | -26% | 5% | 10%
RORgamma inh | -18% | . | 2.8µM* | -4% | -40% | -2% | . | 37% | . | .
FLuc counter | -2% | 4% | 0% | -2% | 5% | 1% | -1% | -2% | . | 7%
VP16 counter | 2% | . | -27% | -5% | -3% | -15% | . | -7% | . | .
NPC1 prom act | -3% | -2% | 1% | 4% | -8% | -3% | -2% | -1% | . | -7%
